# MBD2 inh – blocks human MBD2 binding to methylated DNA. AID 686964. TR-FRET, MBD2 binding to methylated oligonucleotide. inhibition, % at 4.4 µM. 0.31% of 370,000 active. Q9UBB5; in the data active = inhibition above about 13%
# UHRF1 MBD2 ctr – UHRF1 methyl-DNA binding inhibition; Q96T88; UHRF1 binding to methylated oligo, TR-FRET; inhibition, % at 4.4 µM; 0.75% of 370,000 active; AID 687016; in the data active = inhibition above about 21%;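 also: UHRF1 SRA domain binding a hemimethylated CpG hairpin DNA probe; 0% = median of test compound wells and 100% = reference inhibitor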
# PRMT1 inh – PRMT1 (human) inhibition, primary screen | Q99873 | recombinant PRMT1, activity-based probe fluorescence polarization | inhibition, % at 2.79 µM | 1.3% of 370,000 active | AID 652257;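 active = inhibition above about 21% made by adding two undisclosed values, limit read from the data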
# Target sequence (Q99873 whole entry, looked up): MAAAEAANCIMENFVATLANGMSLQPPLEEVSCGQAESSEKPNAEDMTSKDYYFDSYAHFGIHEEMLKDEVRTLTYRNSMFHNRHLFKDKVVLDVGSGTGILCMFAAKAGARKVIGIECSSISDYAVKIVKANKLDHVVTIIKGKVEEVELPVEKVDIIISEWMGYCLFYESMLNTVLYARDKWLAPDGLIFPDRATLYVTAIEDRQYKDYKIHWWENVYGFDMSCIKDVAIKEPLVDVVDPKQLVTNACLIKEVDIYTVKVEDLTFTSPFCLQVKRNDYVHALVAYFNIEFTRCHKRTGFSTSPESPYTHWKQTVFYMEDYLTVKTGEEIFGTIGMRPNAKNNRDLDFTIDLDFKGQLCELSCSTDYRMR
# Tn6 DDE FP – DD(E)-Tn6 binding inhibition, primary FP screen | P02675 | 0.21% of 370,000 active | Fibrin DD(E) TRITC-Tn6 fluorescence polarization displacement | inhibition, % at 8.3 µM;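 active = inhibition above a per-campaign cutoff: mean of compounds within control limits plus 3 SD, cut at about 15% in these data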;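 also: 0% = median of all compound wells on the plate and 100% = blocking peptide control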
# KLK7 zymogen act – proKLK7 (human) activation, primary screen. P49862. purified proKLK7, EDANS-DABCYL substrate fluorescence; 100% is mature enzyme control, 0% vehicle. activation, % at 7 µM. 0.9% of 370,000 active. AID 652039;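 active = activation above the mean of all tested compounds plus 3 SD, computed per campaign excluding outliers beyond control limits, cut at about 13% in these data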
# Target sequence (P49862 whole entry, looked up): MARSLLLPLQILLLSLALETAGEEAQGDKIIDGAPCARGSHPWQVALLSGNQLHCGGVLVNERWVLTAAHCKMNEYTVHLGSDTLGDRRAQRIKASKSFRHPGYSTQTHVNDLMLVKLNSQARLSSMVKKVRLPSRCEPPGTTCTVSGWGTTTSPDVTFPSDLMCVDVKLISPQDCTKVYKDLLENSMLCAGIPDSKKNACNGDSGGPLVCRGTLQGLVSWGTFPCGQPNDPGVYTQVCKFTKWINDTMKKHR
# SIAE primary – blocks human sialic acid acetylesterase; Q9HAT2; SIAE FP-Rh probe binding, fluorescence polarization; inhibition, % at 9.66 µM; 0.69% of 370,000 active;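 active = inhibition above a cutoff: mean of compounds within the control limits plus 3 SD of those, cut at about 17% in these data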;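 also: 0% = plate median of compound wells and 100% = probe without SIAE protein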
# TDP2 absorb – TDP2 (human) inhibition, absorbance primary screen; O95551; recombinant TDP2, T5PNP hydrolysis, p-nitrophenol absorbance 415 nm; inhibition, % at 12.8 µM; 0.34% of 370,000 active; AID 720702;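 active = inhibition above the mean of all tested compounds plus 3 SD, set per campaign, cut at about 25% in these data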;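 also: 0% = DMSO with enzyme and 100% = buffer with substrate but no TDP2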
# Target sequence (O95551 whole entry, looked up): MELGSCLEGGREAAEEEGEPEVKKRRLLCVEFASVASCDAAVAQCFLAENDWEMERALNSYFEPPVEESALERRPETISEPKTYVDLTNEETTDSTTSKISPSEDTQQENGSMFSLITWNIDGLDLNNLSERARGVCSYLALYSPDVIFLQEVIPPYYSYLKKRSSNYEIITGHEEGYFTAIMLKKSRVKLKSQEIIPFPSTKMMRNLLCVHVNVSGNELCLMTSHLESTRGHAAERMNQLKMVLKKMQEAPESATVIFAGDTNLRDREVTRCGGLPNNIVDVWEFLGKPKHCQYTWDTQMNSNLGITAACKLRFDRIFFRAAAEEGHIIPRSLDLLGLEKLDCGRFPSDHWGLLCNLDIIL
#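 Incubation: 2 h at 37 °C; Test system: recombinant human TDP2; Quantity: enzyme 120 nM; Read-out basis: percent inhibition; Medium: 50 mM Tris-HCl pH 7.5 with Mg2+, KCl, DTT, BSA; Repeats: single replicate; Compound: 12.8 µM single point, 1% DMSO; Signal: epi absorbance; Reagent: 5 mM T5PNP chromogenic substrate; Benchmarks: no-enzyme high, DMSO-plus-enzyme low.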
# LEDGF integ inh – blocks HIV-1 LEDGF/p75-dependent DNA integration | TR-FRET IN-LEDGF/p75 DNA integration, Eu/Cy5 | inhibition, % at 3.7 µM | 0.64% of 370,000 active;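 active = inhibition above the screen-wide mean plus 3 SD, cut at about 13% in these data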;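 also: signal is the Cy5 over europium emission ratio at 671 and 618 nm; 0% = plate median of compound wells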
# TCR-CD3 inh – blocks the human TCR-CD3 interaction; TAMRA-labeled TCR probe fluorescence, biochemical; inhibition, % at 9.4 µM; 0.37% of 360,000 active; AID 651800; in the data active = inhibition above about 19%;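 also: recombinant mutant TCR 2C K166C tagged with TAMRA read by polarization; 0% = receptor in buffer alone and 100% = receptor with positive control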
# DDE Tn7 FP inh – inhibitors of Tn7 peptide binding to human fibrin DD(E) | 0.13% of 370,000 active | FP displacement of FITC-Tn7 peptide from fibrin DD(E); 0% = median of compound wells per plate | P02675 | inhibition, % at 8.3 µM;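 active = inhibition above the mean of compounds falling within the control limits plus 3 SD of them, cut at about 14% in these data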;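 also: 0% = plate median of compound wells and 100% = 10 µM Aha-Tn7 peptide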
#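 Assay system: human fibrin DD(E). Input: DD(E) 2 µM final. Medium: Tris buffer with calcium and detergent, pH 7.8. Compound dosing: single point at 8.3 µM. Timing: 10 min plus 3 h, room temperature. Technique: fluorescence polarization of the labelled Tn7 tracer. Read-out: percent inhibition. Replicates: singlicate testing.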
# Starred values were filed as active, the others as inactive; · = no result given.
SMILES,MBD2 inh,UHRF1 MBD2 ctr,PRMT1 inh,Tn6 DDE FP,KLK7 zymogen act,SIAE primary,TDP2 absorb,LEDGF integ inh,TCR-CD3 inh,DDE Tn7 FP inh
O=C(NCC1CCCO1)c1cc2c(s1)CCCC2 (centres undefined),-3,0,-3,-1,-0.2,-9,-2,4,3,3
COc1cc(/C=C(\C#N)C(=O)NC(C)C)cc(Cl)c1O,-3,-2,9,-1,0.5,5,-15,-6,-8,13
Cc1cc(SCC(=O)c2cccs2)nc2ccccc12,-1,-1,-2,-5,-0.7,-1,-4,0,6,6
COc1ccc(OC)c(NC(=O)CCNS(=O)(=O)c2cc(Br)cnc2N)c1,-1,-1,-2,10,-0.5,0,2,1,-3,-4
CCCCn1c(SCC(=O)NC2CCS(=O)(=O)C2)nnc1-c1ccc(OC)cc1 (centres undefined),-1,2,2,1,-0.1,4,-8,-3,1,6
Cc1ccc(S(=O)(=O)N2CCC(NC(=O)OC(C)C)CC2)cc1,1,0,-2,8,-0.3,1,9,0,-2,4
Nn1c(Cc2ccc(F)cc2)n[nH]c1=S,-2,1,1,6,0.4,8,0,1,-3,4
CC1CN(C(=O)c2cc(F)c(F)cc2Cl)CC(C)O1 (centres undefined),0,0,-2,1,-0.1,6,-22,6,-5,2
O=C(Cc1ccccc1)Nc1ccc(NC(=O)c2cccnc2)cc1,-4,1,-3,-3,0.0,4,0,4,1,-3
CCOc1ccc(C(C)=O)cc1COC(=O)c1cccnc1SC,4,4,-1,0,-0.1,3,-7,1,-3,1
CCCc1[nH][nH]c(=O)c1C(c1ccccc1)C(C#N)C#N (centres undefined),3,2,4,-1,0.3,-4,6,-1,-1,4
CCOC(=O)C(NC(C)=O)(Nc1cccc(F)c1)C(F)(F)F (centres undefined),3,1,-1,-3,0.2,3,2,-1,7,-9
COc1ccc(Cn2c(=S)[nH]c3ccccc32)cc1,-5,-1,4,-1,-0.5,4,9,1,-1,5
Cc1ccc2nc(-c3ccc(NC(=O)CCS(=O)(=O)c4ccccc4)cc3)sc2c1,-3,-1,0,6,-35,-13,-4,0,8,-10
C/C(=N\NC(=O)NC1CCCCC1)c1ccc(Cl)s1,-4,2,-3,2,-0.3,-5,-3,4,6,-4
Cc1ccc(N(C(=O)CNC(=O)c2ccco2)C(C(=O)NC2CCCC2)c2ccncc2)c(C)c1 (centres undefined),-4,0,-6,3,0.2,-11,-5,4,3,-4
Cc1ccc(-c2nnn(CC(=O)N3CCCCC3)n2)o1,1,-1,-4,-2,0.1,-12,7,4,4,2
CCOC(=O)N1CCN(C(=O)COc2ccc(S(=O)(=O)NCc3ccccc3)cc2)CC1,1,0,-5,-4,-1.0,0,1,-2,6,-6
CCOC(=O)C1CCCN(C(=O)c2cc3cc(F)ccc3[nH]2)C1 (centres undefined),5,-2,0,0,-0.5,1,5,-5,-3,-4
Cc1ccc(COC(=O)c2cc(S(=O)(=O)N3CCOCC3)ccc2C)cc1,-3,-3,-5,2,-0.2,-5,-10,1,-1,-8
CCCn1nc(NC(=O)c2cccs2)c2cc3ccc(C)cc3nc21,-2,0,2,3,-0.7,-1,-5,1,2,-2
O=C(CSc1nc2ccccc2c(=O)n1Cc1ccccc1)NCc1ccco1,2,-2,0,-8,0.5,-4,2,-3,-1,-3
CCSc1nc2sccc2c(=O)n1-c1ccccc1,-2,1,-4,5,-0.9,-6,-1,2,-1,-2
COc1ccccc1C(=O)NCCC(=O)NCC(c1ccco1)N1CCCCC1 (centres undefined),4,1,-3,-2,0.2,6,14,2,4,-8
CC(=NO)C1(C)CC=CCC1CO (centres undefined),-7,1,-1,-2,-0.1,-1,3,-1,0,-4

# Further compounds.
SMILES,MBD2 inh,UHRF1 MBD2 ctr,PRMT1 inh,Tn6 DDE FP,KLK7 zymogen act,SIAE primary,TDP2 absorb,LEDGF integ inh,TCR-CD3 inh,DDE Tn7 FP inh
CN(CC1COc2ccccc2O1)C(=O)CSc1ncnc2sccc12 (centres undefined),1,2,0,3,-0.4,1,8,0,1,-3
CC(C)(C)C(Cn1ccnc1)NC(=O)c1ccc2nc(C3CC3)oc2c1 (centres undefined),4,-3,-2,3,-0.4,-2,-3,1,-3,3
COCCNC(=S)NNC(=O)c1ccco1,3,-2,-1,4,0.4,3,9,-2,-2,11
Cc1c(Cl)cccc1NC(=O)CS(=O)(=O)c1ccccc1,0,0,0,-6,-0.4,-5,-4,2,5,-5
Cc1ccc(S(=O)(=O)N2CCC(C(=O)N[C@@H](C)C(=O)NC3CCS(=O)(=O)C3)CC2)cc1 (some centres undefined),-6,0,0,-3,0.0,-3,7,1,7,5
CCN1CCN(C(=O)CN(c2ccccc2C)S(C)(=O)=O)CC1,2,1,3,10,0.0,1,1,3,5,1
COC(=O)c1ccccc1NC(=O)c1ccc2nccnc2c1,1,-1,1,1,-0.1,-8,0,2,4,1
COc1ccc2[nH]c3c(c2c1)CCN1C(=O)C(CC(=O)NCCC2=CCCCC2)C[C@H](C(=O)N2CCOCC2)[C@@]31C (some centres undefined),-4,-1,2,-4,0.2,0,6,-1,-2,2
COc1ccc(C(=O)N2CCN(c3ccccn3)CC2)cc1,1,-2,0,3,-0.1,0,13,-3,0,0
CSc1nc(N)c(NC(=O)c2ccc(Br)o2)c(=O)[nH]1,-1,1,2,5,0.5,-1,7,3,-2,-7
COc1ccc(/C=C2\SC(=O)N(CC(=O)NC3CCS(=O)(=O)C3)C2=O)cc1 (centres undefined),-2,-3,7,-4,-0.5,-1,-20,-1,0,-7
O=C(COc1ccccc1)Nc1ccccc1N1CCCCC1,2,0,2,-4,0.9,-2,8,-2,8,7
COc1ccc(-c2csc3ncnc(Oc4ccc5c(C)cc(=O)oc5c4)c23)cc1,-3,-2,-4,-2,0.0,0,7,2,2,-3
O=C(Nc1cc([N+](=O)[O-])ccc1O)NC1CCS(=O)(=O)C1 (centres undefined),-16,-3,-5,-2,0.7,0,-2,1,5,-5
CCCCCCCCN1C(=O)[C@H](CC(=O)N2CCOCC2)C[C@@]2(C(=O)OC)CCCCC=C12,1,-1,-1,-5,0.0,5,6,5,7,0
CCC(=O)Nc1sc2c(c1C(=O)OC)CCN(Cc1ccccc1)C2,6,4,1,4,1.5,0,9,-2,-5,-1
COc1ccc2nc3cc(Cl)ccc3c(Nc3cc(C(C)C)c(O)cc3C)c2c1,-1,1,5,0,20*,29*,2,-3,-9,7
CN1CC[C@@H]2CN(S(=O)(=O)c3ccccc3)[C@H](c3ccccc3Br)C[C@@H]21,0,-2,-5,0,1.0,3,-4,5,5,-3
CC(=O)C1=C(O)C(=O)N(CCC(=O)O)C1c1ccccc1Cl (centres undefined),-4,-1,-3,-6,-1.3,4,-1,-2,8,1
CCCCNC(=O)C[C@@H]1C(=O)N(CCc2ccc(Cl)cc2)C2=CCCC[C@]21C(=O)OCC,-10,-4,-4,-5,0.2,0,9,2,·,5
Cc1ccc(C)c(-c2cc(C(=O)Nc3cccnc3)c3ccccc3n2)c1,-2,3,5,1,-0.3,-6,-12,-4,-6,1
Cc1ccc(CN2CCNC(=O)C2CC(=O)NCc2csc(C(C)C)n2)cc1 (centres undefined),0,-2,0,0,0.2,12,19,1,1,-5
Cn1nc(C(=O)Nc2cccnc2)c2ccccc2c1=O,-1,-7,-3,-4,0.0,0,5,-1,6,-3
N#Cc1nc(-c2cccs2)oc1NCc1ccccc1Cl,-3,-2,0,3,-19,-1,1,7,3,4
Cc1cc(NC(=O)C2CC(=O)N(c3ccc(F)cc3)C2)no1 (centres undefined),-1,-1,-1,1,0.3,1,-11,1,12,1

# Ordered by the number under PRMT1 inh (highest first): five from the list above.
SMILES	MBD2 inh	UHRF1 MBD2 ctr	PRMT1 inh	Tn6 DDE FP	KLK7 zymogen act	SIAE primary	TDP2 absorb	LEDGF integ inh	TCR-CD3 inh	DDE Tn7 FP inh
COc1ccc2[nH]c3c(c2c1)CCN1C(=O)C(CC(=O)NCCC2=CCCCC2)C[C@H](C(=O)N2CCOCC2)[C@@]31C (some centres undefined)	-4	-1	2	-4	0.2	0	6	-1	-2	2
CCC(=O)Nc1sc2c(c1C(=O)OC)CCN(Cc1ccccc1)C2	6	4	1	4	1.5	0	9	-2	-5	-1
Cc1c(Cl)cccc1NC(=O)CS(=O)(=O)c1ccccc1	0	0	0	-6	-0.4	-5	-4	2	5	-5
COCCNC(=S)NNC(=O)c1ccco1	3	-2	-1	4	0.4	3	9	-2	-2	11
CC(=O)C1=C(O)C(=O)N(CCC(=O)O)C1c1ccccc1Cl (centres undefined)	-4	-1	-3	-6	-1.3	4	-1	-2	8	1

# The listing continues.
SMILES,MBD2 inh,UHRF1 MBD2 ctr,PRMT1 inh,Tn6 DDE FP,KLK7 zymogen act,SIAE primary,TDP2 absorb,LEDGF integ inh,TCR-CD3 inh,DDE Tn7 FP inh
CCC(=O)N1CCc2cc(S(=O)(=O)CCC(=O)Nc3c(C)n(C)n(-c4ccccc4)c3=O)ccc21,-5,3,-3,3,0.4,10,1,-1,-5,8
CC(C)C(=O)Nc1c(-c2ccccc2F)c(=O)c2ccccc2n1C,5,-1,4,7,1.9,1,6,-5,7,1
CC1CC(C)CN(C(=O)Nc2ccc(Br)cc2)C1 (centres undefined),0,-3,-2,-10,0.4,7,3,1,2,1
O=C(CSc1nnc(-c2ccc(F)cc2)o1)Nc1ccc(S(=O)(=O)N2CCCCCC2)cc1,3,0,-1,-2,0.4,-18,7,0,4,11
Cc1c(N(C)S(=O)(=O)c2cc(C(=O)N3CCCC3)ccc2Cl)c(=O)n(-c2ccccc2)n1C,11,-2,0,-2,-0.6,15,12,-1,-2,2
CCSc1nnc(NC(=O)c2cc3c(s2)CCCC3)s1,1,1,0,3,0.3,-9,-1,-3,3,-3
CN(C)C(=O)[C@@H]1C[C@H]1[C@@H](NC(=O)OCc1ccccc1)c1ccccc1,-4,2,-2,-3,1.0,7,-9,2,0,1
COc1cc(NC(=O)CCc2nnc3ccc(N4CCCCC4)nn23)cc(OC)c1OC,0,-2,1,-7,-0.3,10,5,1,-7,6
Cc1ccc(S(=O)(=O)NC(=O)c2cccc(N(C)C)c2)cc1,2,-1,1,1,-0.6,3,7,-1,0,8
O=C(CSc1nc2ccccc2[nH]1)N1c2ccccc2Sc2ccccc21,-7,2,2,1,0.6,4,4,4,7,-6
Cn1c2ccccc2c(=O)c2c(=O)n(-c3ccccc3)c(-c3ccc(C(C)(C)C)cc3)nc21,-1,3,7,-4,0.4,-9,4,-2,-5,1
COC(=O)c1cn(CCOc2ccccc2OC)c2ccccc12,2,1,1,0,-0.2,-8,-8,-1,0,-4
CC(C)CC(=O)Nc1nc2ccc(S(=O)(=O)N3CCOCC3)cc2s1,4,-2,1,-2,-0.2,-7,11,0,2,4
COC(=O)c1ccccc1NC(=O)COC(=O)/C=C/c1cccs1,-2,0,-1,3,0.7,4,-9,2,-5,-4
O=S(=O)(Cc1ccccc1)C(c1ccccc1)S(=O)(=O)Cc1ccccc1,-1,6,5,-13,4.3,-3,-6,-5,2,-4
Cc1c(N=C2NC(=O)C(CC(=O)Nc3ccccc3)S2)c(=O)n(-c2ccccc2)n1C (centres undefined),0,0,2,-4,-0.9,-1,10,-1,2,-2
